# Bioassay records: PubChem BioAssay, NCI
# All columns: NCI-60 one-dose screen, growth in % after 48 h at 10 µM unless noted; 100 = growth as untreated, 0 = no growth, -100 = all killed.
# SNB-19: SNB-19 CNS cancer cells | actives 2.5% (n = 81,000) | AID 1794751
# KM12: KM12 colon cancer cells; actives 5% (n = 82,000)
# SF-539: SF-539 CNS cancer; actives 6.8% (n = 81,000); AID 1794752
# SW-620: SW-620 colon cancer. actives 5.2% (n = 82,000). AID 1794795
# PC-3: PC-3 prostate cancer cells. actives 3.9% (n = 80,000). AID 1794754
# DU-145: DU-145 prostate cancer | actives 4.2% (n = 81,000)
# HT29: HT29 colon cancer; actives 7.4% (n = 81,000)
# HCC-2998: HCC-2998 colon cancer; AID 1794799; actives 4.7% (n = 79,000)
# SNB-75: SNB-75 CNS cancer | actives 5% (n = 79,000) | AID 1794750
# Numbers without * were called inactive; / = not tested or not shown. How the source made its calls: active means growth percent below 10; inactive means the rest.
SMILES,SNB-19,KM12,SF-539,SW-620,PC-3,DU-145,HT29,HCC-2998,SNB-75
O=C1Nc2ccc(Cl)cc2/C1=C/c1ccc(OCc2ccc([N+](=O)[O-])cc2)cc1,95,86,94,100,78,98,103,97,89
Cc1ccc2sc3c(NCCCN)nc4ccccc4c3c(=O)c2c1,75,-75*,58,-80*,65,15,-47*,-86*,78
COc1ccc(CCCC(=O)O)c2c(OC)cccc12,95,111,99,102,96,107,105,106,82
CSc1nc2ccc(NC(=O)C3CC4(NC(=O)NC4=O)c4cc(F)ccc4O3)cc2[nH]1 (centres undefined),98,110,94,100,93,111,100,111,100
N/C(=N\c1nc2ccccc2s1)NC(=O)Nc1cccc(Cl)c1,42,23,2.8*,32,42,52,10,73,14
O=[N+]([O-])c1cccc(SSc2cccc([N+](=O)[O-])c2)c1,91,107,102,109,83,112,102,108,102
CNC(=O)c1cc(Oc2cccc3nc(NC(=O)Nc4ccc(F)cc4)ccc23)ccn1,111,108,100,139,90,104,86,105,87
CCCCCCCCC#CCCCCCCCCCCCC(=O)O,104,99,104,103,77,112,104,95,102
CCOC(=O)c1ncn(Cc2ccccc2)c1-n1cccc1,107,85,105,97,93,116,108,102,107
Clc1ccc(CCc2ccc(Cl)cc2)cc1,99,107,108,107,98,106,105,90,116
Cc1ccc(S(=O)(=O)CC(=O)Nc2ccc(S(N)(=O)=O)cc2)cc1,106,111,105,107,103,114,115,111,95
COc1ccc(C2=CC(c3ccc(Oc4ccnc5cc(Cl)ccc45)c(OC)c3)c3c(nc(OC)[nH]c3=O)N2)cc1 (centres undefined),75,65,105,50,55,76,51,84,73
O=C(Nc1ccc2oc(=O)ccc2c1)Nc1ccc(F)cc1F,98,101,110,102,108,112,105,105,98
CCOC(=O)c1c(-c2ccc(Cl)cc2)c(C#N)c(=O)n(Cc2nc3ccccc3[nH]2)c1N,95,93,103,97,81,103,115,105,86
O=C1CS/C(=N/c2nnc(-c3ccc(O)cc3)s2)N1,108,100,102,107,99,110,103,102,111
Cc1ccc(-n2nc3c(c(C#N)c2=O)CC(c2ccccc2Cl)C([N+](=O)[O-])=C3O)cc1 (centres undefined),97,106,100,109,67,107,118,113,75
COc1ccc(-c2nc3sccn3c2/C=C/C(=O)c2ccc3c(c2)OCO3)cc1,81,54,85,56,59,113,85,96,72
COc1cc2c(cc1OC)C(=O)C(c1ccc3c(c1)OCO3)CC2 (centres undefined),/,98,102,102,89,108,92,/,86
CCCC1C(C(=O)OCC)=C(N)Oc2cc(O)ccc21 (centres undefined),103,98,94,97,78,103,98,105,77
C=C(C)[C@@H]1CC[C@]2(C(=O)N[C@H](C)C(=O)O)CC[C@]3(C)[C@H](CC[C@@H]4[C@@]5(C)Cc6c([nH]c7ccccc67)C(C)(C)[C@@H]5CC[C@]43C)[C@@H]12,75,80,88,73,75,79,76,93,102
S=C(Cc1ccccc1)N1CCN(c2ccc(Cl)cc2)CC1,104,95,93,97,78,107,99,104,85
O=c1oc(=O)c2cc3c(=O)oc(=O)c3cc12,105,116,96,113,101,122,96,109,97
COc1ccc2nc(NC(=O)c3cc(-c4ccc(OC)c(OC)c4)n4nc(-c5ccccc5)cc4n3)sc2c1,112,106,106,115,94,107,105,106,82
CCOC(CN(CC)CC)c1ccc(CCc2ccccc2)cc1 (centres undefined),94,83,79,88,80,90,24,92,/
CCCCN(C#N)CCCC,102,113,107,99,133,111,105,129,94
COC(=O)C(C)NC1=C(Cl)C(=O)C(NC(C)C(=O)OC)=C(Cl)C1=O (centres undefined),94,97,107,104,92,101,98,106,86
COC(=O)C1=CC=C[C@@H]2[C@@]3(C[C@@H](c4ccoc4)OC3=O)[C@H](C)C[C@H](O)[C@@]12C(=O)OC,97,109,101,115,97,110,106,109,104
Cc1cc(=O)n2[nH]c(-c3ccc(C(C)(C)C)cc3)cc2n1,83,93,77,76,58,90,62,69,/
CCOC(=O)c1cc2c(n1C)-c1oncc1CCC2,87,119,90,99,95,128,108,102,88
O=c1c2ccccc2c(Br)c(Br)c2ccccc12,101,105,99,30,96,114,/,103,119
CC(/C=C1\SC(=S)N(CC(=O)NC(CC(C)C)C(=O)O)C1=O)=C\c1ccccc1 (centres undefined),95,101,96,96,119,105,113,107,89
COc1ccc(-c2nnc(CNc3ccccn3)o2)cc1,99,96,94,94,78,107,99,102,89
Fc1ccc(C2CC(c3cccc(Nc4ccncc4)c3)=NN2c2ccc(Cl)cc2)cc1 (centres undefined),88,20,84,-74*,49,52,2.1*,17,78
C/C=C(/C)C(=O)OC,101,98,92,107,106,105,111,97,97
O=C(OCCO)c1ccccc1-c1c2cc3cc(Br)c(O)c(Br)c3oc-2c(Br)c(=O)c1Br,93,99,90,110,113,102,108,105,89
CC(C)NS(=O)(=O)c1cccc(-c2ccc3c(=O)n(CCCN)c4c(c3c2)C(=O)c2ccccc2-4)c1,111,99,104,92,102,107,90,105,82
CC(=O)O[C@@H]1C[C@]2(C)[C@H]3[C@H](O)C[C@@H]4C5=CC(C)(C)CC[C@]5(C)CC[C@@]4(C)[C@]3(C)CC[C@H]2C(C)(C)[C@H]1O,104,105,102,99,85,107,98,107,92
O=C(NCCCl)Nc1ncn[nH]1,94,116,101,109,101,117,100,104,93
Cc1nn(-c2ccccc2)c(Cl)c1/C=N\N=c1/sc2ccccc2n1C,99,106,97,101,89,108,93,101,107
CCOC(=O)CCCn1c(-c2c(O)c(O)cc3c(O)c(-c4c(C)cc5c(-c6nc7ccccc7n6CCCC(=O)OCC)c(O)c(O)cc5c4O)c(C)cc23)nc2ccccc21,92,106,108,95,97,115,103,104,100
C=C[Si](OC(C)=O)(OC(C)=O)OC(C)=O,109,104,97,101,92,116,101,103,96
C=C(C)C(=O)NCNC(=O)C(=C)C,101,/,102,104,94,/,98,101,82
ON=C(c1ccccc1)c1ccccc1,106,109,107,105,128,114,103,112,79
O=C(C[C@]1(O)C(=O)Nc2ccccc21)c1ccc(O)c(O)c1O,88,100,99,97,93,105,106,103,102
O=S(=O)(O)c1ccc(N=Nc2ccc(N=Nc3cc(S(=O)(=O)O)c4ccccc4c3O)cc2)cc1,96,108,100,87,88,107,99,93,75
CCOC(=O)CC(=O)c1cc(OC)c(OC)c(OC)c1,105,99,97,99,95,116,109,125,73
CCOC(=O)c1c(N)c(C#N)cn1Cc1ccc(Cl)cc1Cl,69,60,73,45,71,93,80,73,47
NS(=O)(=O)c1ccc(N=NNc2ccc(C(=O)O)cc2)cc1,116,96,103,106,98,108,101,105,100
CCOC(=O)c1ccc2c(c1)nc(NS(=O)(=O)c1ccc(Br)cc1)n2-c1cc(OC)c(OC)c(OC)c1,87,94,99,96,/,107,103,98,85
COc1ccc(S(=O)(=O)N(C)c2oc(-c3ccc(Cl)cc3)nc2C#N)cc1,81,57,83,43,87,98,66,76,65

# The list goes on.
SMILES,SNB-19,KM12,SF-539,SW-620,PC-3,DU-145,HT29,HCC-2998,SNB-75
O=C1CN(/N=C/c2ccc([N+](=O)[O-])o2)C(=O)N1,102,100,104,104,87,108,105,103,97
O=C1c2ccccc2S(=O)(=O)N1CCBr,100,91,101,100,97,101,103,94,95
CCCCn1cnc2c1C(=O)c1nc3n(c1C2=O)CCCC3,105,87,100,95,101,105,98,97,108
CCCCOC(=O)c1ccccc1O,102,106,106,101,101,120,111,122,86
C=C(C)[C@@H]1CC[C@]2(C(=O)N3CCN(C)CC3)CC[C@]3(C)[C@H](CC[C@@H]4[C@@]5(C)C/C(=C/c6ccncc6)C(=O)C(C)(C)[C@@H]5CC[C@]43C)[C@@H]12,64,51,73,40,24,73,16,62,88
C#CC#CC#CC#CC#CC#CC#CC#CC[C@H]1OC[C@@H](COC(=O)O[C@@H](C(=O)O[C@H]2C[C@@]3(O)[C@@H](OC(=O)c4ccccc4)[C@@H]4[C@]5(OC(C)=O)CO[C@@H]5C[C@H](O)[C@@]4(C)C(=O)[C@H](OC(C)=O)C(=C2C)C3(C)C)[C@@H](NC(=O)c2ccccc2)c2ccccc2)O1,56,17,54,42,46,41,7.9*,48,33
CN(O)c1nc(N(C)O)[nH]c(=O)n1,88,101,96,98,74,95,94,83,85
O=C(O)c1ccc(NC(=O)c2nc(-c3ccccc3)n(-c3ccccc3)n2)cc1,93,99,96,106,/,108,86,94,106
Cc1cc(C)n(Cc2cc(C(C)(C)C)cc(C(C)(C)C)c2)c(=O)c1C#N,96,97,91,101,79,103,99,116,96
O=C1N[C@H]2CCCC[C@@H]2C(=O)N1OS(=O)(=O)c1ccccc1,108,99,107,100,95,113,108,107,101
CCOC(=O)c1ccc(NCc2ccncc2)cc1,95,102,94,97,71,110,94,99,103
CCOC(=O)CC1CSC(c2ccc(Br)cc2)=N1 (centres undefined),102,94,107,98,99,109,104,104,104
CCC1S/C(=N\S(=O)(=O)c2ccc(N)cc2)NC1=O (centres undefined),110,104,105,99,101,103,106,/,93
CC(=O)Nc1nonc1-c1nc2ccccc2n1Cc1ccncc1,92,101,108,107,98,109,102,104,83
CCn1c(Sc2nnc(NC(=O)CCN3CCOCC3)s2)nc2c1c(=O)n(C)c(=O)n2C,97,100,84,102,99,94,111,112,79
O=C1NC(=O)C(Cc2ccccc2)(Cc2ccccc2)N1,95,/,102,101,83,111,94,104,85
CCCCCCCCCCCCCCCc1nc(=S)[nH][nH]1,108,98,92,89,79,102,75,80,88
Clc1ccc(-c2ccc(N3CCCC3)nn2)cc1,98,96,98,105,84,105,96,101,109
COc1cc2oc(-c3cccc(C(=O)N[C@@H](CC(C)C)C(=O)OC(C)(C)C)c3)cc(=O)c2c(OC)c1OC,78,60,89,83,58,73,84,84,81
Cc1ccc(C)n1CCO,99,108,99,102,91,114,98,105,91

# Rewritten as tab-separated lines: entries from further up.
smiles	SNB-19	KM12	SF-539	SW-620	PC-3	DU-145	HT29	HCC-2998	SNB-75
Clc1ccc(-c2ccc(N3CCCC3)nn2)cc1	98	96	98	105	84	105	96	101	109
COc1cc2oc(-c3cccc(C(=O)N[C@@H](CC(C)C)C(=O)OC(C)(C)C)c3)cc(=O)c2c(OC)c1OC	78	60	89	83	58	73	84	84	81
Cc1ccc(C)n1CCO	99	108	99	102	91	114	98	105	91

# Structures from the list above that contain bromine, in the order listed:
SMILES,SNB-19,KM12,SF-539,SW-620,PC-3,DU-145,HT29,HCC-2998,SNB-75
O=c1c2ccccc2c(Br)c(Br)c2ccccc12,101,105,99,30,96,114,/,103,119
O=C(OCCO)c1ccccc1-c1c2cc3cc(Br)c(O)c(Br)c3oc-2c(Br)c(=O)c1Br,93,99,90,110,113,102,108,105,89
CCOC(=O)c1ccc2c(c1)nc(NS(=O)(=O)c1ccc(Br)cc1)n2-c1cc(OC)c(OC)c(OC)c1,87,94,99,96,/,107,103,98,85
O=C1c2ccccc2S(=O)(=O)N1CCBr,100,91,101,100,97,101,103,94,95
CCOC(=O)CC1CSC(c2ccc(Br)cc2)=N1 (centres undefined),102,94,107,98,99,109,104,104,104

# Continued:
SMILES,SNB-19,KM12,SF-539,SW-620,PC-3,DU-145,HT29,HCC-2998,SNB-75
O=P(CCc1ccccc1)(c1ccccc1)c1ccccc1,110,107,105,112,101,113,101,101,91
NCCCC(N)(C(=O)O)C(F)F (centres undefined),111,150,114,113,107,124,129,127,/
CC(=O)Nc1ccc(-n2cnc3cc(-c4ccc(OCCN5CCCCC5)cc4)ccc32)cc1,88,29,14,-29*,64,89,2.1*,119,88
COc1ccc(-c2nc(Nc3ccc(F)cc3)nc(Nc3ccc4c(c3)nc(C)n4Cc3ccccc3)n2)cc1,61,26,68,46,/,55,8.9*,46,68
CCOC(=O)c1ccc(-c2ccc(C(=O)OCC)cc2)cc1,101,102,91,95,86,100,97,94,104
CCCn1c(=O)c2[nH]c(-c3ccc(OCc4nc5ccc(C(F)(F)F)cc5[nH]4)cc3)nc2n(CCC)c1=O,71,55,1.9*,70,33,58,62,77,85
O=C(CI)NC(=O)NC(=O)NCc1ccccc1,101,89,27,25,94,78,17,95,81
CCCCNC(C(=O)c1ccc(Cl)cc1)c1ccc(Cl)cc1 (centres undefined),101,99,97,90,89,96,107,107,78
O=C(O)c1cc(NC(=O)C(Cl)Cl)cc(N2C(=O)CSC2=S)c1,91,109,102,111,102,108,112,107,105
Cc1ccc2c(CCO)c[nH]c2c1,100,99,95,95,98,102,114,110,88
Cc1ccc2c(c1)C(O)CCC2 (centres undefined),115,98,91,98,96,107,110,113,88
CC(=O)Nc1cc(Cl)ccc1O,101,101,94,114,91,103,105,96,80
COc1ccc(-c2c[nH]cc2-c2cc(OC)c3c(c2OC)OCO3)cc1,89,90,86,95,82,98,103,104,68
CCC(C)S(=O)(=O)c1oc(-c2ccc(C)cc2)nc1S(=O)(=O)c1ccccc1 (centres undefined),0.1*,-65*,-100*,-39*,-61*,-90*,-71*,-85*,3.6*
C=C(C)[C@@H]1CC[C@]2(C=O)CC[C@]3(C)[C@H](CC[C@@H]4[C@@]5(C)C/C(=C/c6cccnc6)C(=O)C(C)(C)[C@@H]5CC[C@]43C)[C@@H]12,84,78,97,76,42,92,72,99,101
Cc1cc(Nc2nc(N3CCOCC3)nc3ccccc23)n[nH]1,93,10,/,79,60,75,68,83,-15*
CCCCCCCCC(CCN(CC)CC)(C(=O)O)c1ccccc1 (centres undefined),100,105,98,103,88,108,98,101,85
